Sm TGR inh = blocks Schistosoma mansoni thioredoxin glutathione reductase | Q962Y6 | purified TGR, DTNB reduction, TNB absorbance 405 nm | Potency, µM (doses to about 114 µM), for inactives: at the highest dose activity change, negative = inhibition, most hits filed as inhibitors | 360,000 compounds, 3% hits | AID 485364; note: potency is the fitted concentration of half-maximal effect; % is set by controls: 0 for no effect and ±100 for the full control effect; nearly all actives have a fitted effect of over 60% in size
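TGR 20 nM + NADPH 100 uM (dispensed conc.), cpd preinc 15 min RT; start with NADPH (500 uM addition) then DTNB (15 mM addition). Kinetic TNB absorbance, 405 nm filter. Four-parameter Hill fit across titration.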
Shiga inhibitor = Shiga toxin inhibition; Vero cells, Shiga toxin protein synthesis inhibition reporter; inhibition, % at 38.7 µM; 290,000 compounds, 9.2% hits; in the data active = inhibition mostly above about 28%, no sharp cut-off; inactive = mostly below about 43%; note: 0% is about no effect
Pf growth 48h = P. falciparum growth inhibition at 48 hours (one generation); 310,000 compounds, 5.9% hits; Potency, µM (highest dose often 28.7 µM), inactives show at the top dose activity change, negative = inhibition, hits mostly inhibitors; P. falciparum luciferase growth in erythrocytes, 48 h; note: potency is the fitted concentration of half-maximal effect; % is set by controls: 0 for no effect and ±100 for the full control effect
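Luminescence readout; reporter = integrated firefly luciferase in P. falciparum. RBC culture at 2% hematocrit, 0.1% parasitemia final, 37 C/5% CO2; decreased signal taken as growth inhibition.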
Cycloheximide cs = counter-screen hit for Shiga toxin inhibitors, cycloheximide | cell reporter, cycloheximide protein synthesis inhibition counterscreen | max response, % | AID 2314 | 300,000 compounds, 12% hits; in the data active = max response mostly above about 13%, no sharp cut-off; inactive = mostly below about 14%; note: read at 38.3 µM for the half of the compounds with a filed dose; 0% is about no effect
Pf growth 96h = P. falciparum growth inhibition at 96 hours; 320,000 compounds, 6.9% hits; Potency, µM (highest dose often 28.7 µM), inactives show top-dose activity change, negative = inhibition, hits mostly inhibitors; P. falciparum luciferase reporter growth, 96 h; AID 504834; note: potency is the fitted concentration of half-maximal effect; % is set by controls: 0 for no effect and ±100 for the full control effect
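Infected RBCs, 2% Hct / 0.05% parasitemia final; luciferase-reporter P. falciparum; cpd 96 h, 37 C, 5% CO2; luciferase detection reagent; luminescence.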
FBPA Giardia inh = inhibitors of Giardia lamblia fructose-1,6-bisphosphate aldolase; A8B2U2; purified Giardia FBPA; Potency, µM (titrated, usually from 59.6 µM), for inactives: at the highest dose activity, negative = inhibition, actives largely listed as inhibitors; 290,000 compounds, 0.71% hits; AID 2451; note: potency is the fitted concentration of half-maximal effect; % is set by controls: 0 for no effect and ±100 for the full control effect; nearly all actives have a fitted effect of over 55% in size
Target sequence (A8B2U2 whole entry, looked up): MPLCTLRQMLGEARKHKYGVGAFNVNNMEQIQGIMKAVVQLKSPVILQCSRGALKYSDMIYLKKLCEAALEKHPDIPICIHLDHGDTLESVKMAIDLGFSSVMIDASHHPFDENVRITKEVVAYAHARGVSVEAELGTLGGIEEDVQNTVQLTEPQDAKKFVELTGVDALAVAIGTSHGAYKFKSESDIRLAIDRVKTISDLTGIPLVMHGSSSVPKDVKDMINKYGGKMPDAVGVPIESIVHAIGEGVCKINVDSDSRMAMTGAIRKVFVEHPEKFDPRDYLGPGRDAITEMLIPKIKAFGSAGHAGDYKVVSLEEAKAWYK
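Giardia FBPA (40 nM reagent) was preincubated 10 min at RT with compound (up to 57.5 uM final), then substrate plus GAPDH/TPI/NAD/arsenate coupling system with diaphorase/resazurin was added; resorufin fluorescence (525/598 nm) was read after 20 min.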
An asterisk follows results filed as active; [ ] = remark or other dose. Unless noted, calls come from the whole dose curve; as a rule, active = well fitted curve in the direction sought with a large enough effect; inconclusive = small, poorly fitted or top-dose-only effect, or another doubt; inactive = no such curve, though single readings can be large; an effect the other way counts as inactive or inconclusive.

How did O=C(Nc1cccc(-c2nc3ccccc3[nH]2)c1)c1ccc(C(=O)Nc2cccc(-c3nc4ccccc4[nH]3)c2)cc1 do in these assays?
Sm TGR inh: -16%; Shiga inhibitor: 63*; Pf growth 48h: 0.37µM*; Cycloheximide cs: 48*; Pf growth 96h: 0.37µM*; FBPA Giardia inh: -5%

What do the screens show for `CCOC(=O)c1ccc(NC(=O)c2nc[nH]c2C(=O)N[C@@H](Cc2ccccc2)C(=O)OC(C)(C)C)cc1`?
Sm TGR inh: -2%; Shiga inhibitor: 0; Pf growth 48h: inconclusive; Cycloheximide cs: -2; Pf growth 96h: inconclusive; FBPA Giardia inh: inconclusive

How did Cc1cc(CN(C)C(=O)CCc2nnc(Cc3cccc(C(F)(F)F)c3)o2)on1 do in these assays?
Sm TGR inh: 0%; Shiga inhibitor: 58*; Pf growth 48h: 13%; Cycloheximide cs: 33*; Pf growth 96h: inconclusive; FBPA Giardia inh: 1%

How did CCc1ccccc1NC(=O)CCc1nc(-c2ccc(C)cc2)no1 do in these assays?
Sm TGR inh: 4%; Shiga inhibitor: -2; Pf growth 48h: 1%; Cycloheximide cs: -3; Pf growth 96h: inconclusive; FBPA Giardia inh: 3%

How did CC1CCCN(S(=O)(=O)c2cc3c4c(c2)CCN4C(=O)CC3)C1 (configuration not stated) do in these assays?
Sm TGR inh: -1%; Pf growth 48h: -13%; Pf growth 96h: -25%

How did Fc1ccc(COc2ccccc2-c2ccnc3ncnn23)cc1 do in these assays?
Sm TGR inh: 8%; Shiga inhibitor: 37; Pf growth 48h: -12%; Cycloheximide cs: 2; Pf growth 96h: 10%; FBPA Giardia inh: -6%

What do the screens show for `Cc1ccc(C)c(S(=O)(=O)N2CCN(Cc3cc4c(cc3O)OCO4)CC2)c1`?
Sm TGR inh: 0.63µM*; Pf growth 48h: inconclusive; Pf growth 96h: -23%

What do the screens show for `O=C(CSc1nnc(NC(=O)c2ccc3c(c2)OCO3)s1)NCc1ccco1`?
Sm TGR inh: 7%; Shiga inhibitor: 35; Pf growth 48h: 340%[activator]; Cycloheximide cs: 23*; Pf growth 96h: 452%[activator]; FBPA Giardia inh: -1%

What do the screens show for `O=C1NC(c2cccc(Cl)c2)Oc2ccccc21` (configuration not stated)?
Sm TGR inh: -1%; Pf growth 48h: -38%; Cycloheximide cs: -3; Pf growth 96h: 1%; FBPA Giardia inh: 22%

How did O=C(NC1CCCCC1)c1ccc(NS(=O)(=O)c2cccc3cccnc23)cc1 do in these assays?
Sm TGR inh: -1%[57.1 µM]; Shiga inhibitor: -15; Pf growth 48h: inconclusive; Cycloheximide cs: -1; Pf growth 96h: 31%[activator]; FBPA Giardia inh: 6%

How did CCOC(=O)COc1ccccc1/C=C1/NC(=O)NC1=O do in these assays?
Sm TGR inh: -7%; Shiga inhibitor: -5; Pf growth 48h: 14%; Cycloheximide cs: -4; Pf growth 96h: 10µM*; FBPA Giardia inh: -6%

Results for O=C(Nc1ccccc1Cl)Oc1ccc(Cl)cc1Cl ?
Sm TGR inh: -7%; Shiga inhibitor: 15; Pf growth 48h: 18%; Cycloheximide cs: 11; Pf growth 96h: 78%[activator]; FBPA Giardia inh: 2%

How did Cc1ccc(S(=O)(=O)N2CCCC(C)C2)cc1 (configuration not stated) do in these assays?
Sm TGR inh: 6%; Shiga inhibitor: -3; Pf growth 48h: -8%; Cycloheximide cs: -3; Pf growth 96h: 14%; FBPA Giardia inh: 7%

Results for COc1ccc(N2CCN(CCC(=O)c3ccc4ccccc4c3)CC2)cc1 ?
Sm TGR inh: inconclusive; Shiga inhibitor: -4; Pf growth 48h: -6%; Cycloheximide cs: -1; Pf growth 96h: 17%; FBPA Giardia inh: -3%

Results for COC(=O)[C@H](CCSC)NC(=O)NC1CCN(Cc2ccccc2)CC1 ?
Sm TGR inh: -23%; Shiga inhibitor: 33; Pf growth 48h: 15%; Cycloheximide cs: -1; Pf growth 96h: 24%; FBPA Giardia inh: 2%

What do the screens show for `O=c1cnnc(Nc2ccc(Nc3ccccc3)cc2)[nH]1`?
Sm TGR inh: -15%; Shiga inhibitor: -11; Pf growth 48h: 8%; Cycloheximide cs: -2; Pf growth 96h: inconclusive; FBPA Giardia inh: 0%

Results for Fc1ccccc1CNCCc1ccc2c(c1)OCO2 ?
Sm TGR inh: 10µM*; Shiga inhibitor: 23; Pf growth 48h: 30%; Cycloheximide cs: 3; Pf growth 96h: 15%; FBPA Giardia inh: inconclusive

What do the screens show for `COc1cccc(NC(=O)CC2C(=O)NCCN2C(=S)Nc2ccc(F)cc2)c1` (configuration not stated)?
Sm TGR inh: 13%; Shiga inhibitor: -3; Pf growth 48h: -5%[5.75 µM]; Cycloheximide cs: -3; Pf growth 96h: -5%; FBPA Giardia inh: -1%

Results for Cc1ccc(CSc2nnc(CCCCCNC(=O)OC(C)(C)C)o2)cc1 ?
Sm TGR inh: -30%; Shiga inhibitor: 25*; Pf growth 48h: inconclusive; Cycloheximide cs: -3; Pf growth 96h: -20%; FBPA Giardia inh: -2%

Results for COc1cc(-c2cc(C(=O)Nc3c(Cl)cc(Cl)cc3Cl)c3ccccc3n2)cc(OC)c1OC ?
Sm TGR inh: -7%; Shiga inhibitor: -3; Pf growth 48h: 13µM*; Cycloheximide cs: -3; Pf growth 96h: inconclusive; FBPA Giardia inh: -4%

Results for Cc1cc2cc(C#N)c(NCCNC(=S)NCCCN3CCOCC3)nc2cc1C ?
Sm TGR inh: -28%; Shiga inhibitor: -5; Pf growth 48h: 13µM*; Cycloheximide cs: -3; Pf growth 96h: 223%[activator]; FBPA Giardia inh: -6%

What do the screens show for `CCCCSc1nnc(-c2ccccc2NC(C)=O)c(=O)[nH]1`?
Sm TGR inh: -2%; Shiga inhibitor: 9; Pf growth 48h: 59%[activator]; Cycloheximide cs: -1; Pf growth 96h: 0%; FBPA Giardia inh: 9%

What do the screens show for `COCCCNC(=O)c1ccc2c(=O)n(Cc3ccccc3OC)c(=S)[nH]c2c1`?
Sm TGR inh: -4%; Shiga inhibitor: -5; Pf growth 48h: inconclusive; Cycloheximide cs: 8; Pf growth 96h: 24%; FBPA Giardia inh: -16%

Results for C=CCc1cc(OC)ccc1OCCCCn1cncn1 ?
Sm TGR inh: inconclusive; Shiga inhibitor: 3; Pf growth 48h: 13%; Cycloheximide cs: -3; Pf growth 96h: inconclusive; FBPA Giardia inh: 32µM*

Part of the list above in order of molecular weight, ascending.
What do the screens show for `CCCCSc1nnc(-c2ccccc2NC(C)=O)c(=O)[nH]1`?
Sm TGR inh: -2%; Shiga inhibitor: 9; Pf growth 48h: 59%[activator]; Cycloheximide cs: -1; Pf growth 96h: 0%; FBPA Giardia inh: 9%

Results for COc1ccc(N2CCN(CCC(=O)c3ccc4ccccc4c3)CC2)cc1 ?
Sm TGR inh: inconclusive; Shiga inhibitor: -4; Pf growth 48h: -6%; Cycloheximide cs: -1; Pf growth 96h: 17%; FBPA Giardia inh: -3%

Results for COC(=O)[C@H](CCSC)NC(=O)NC1CCN(Cc2ccccc2)CC1 ?
Sm TGR inh: -23%; Shiga inhibitor: 33; Pf growth 48h: 15%; Cycloheximide cs: -1; Pf growth 96h: 24%; FBPA Giardia inh: 2%

Additional compounds
How did NC(=O)c1ccccc1NC(=O)Nc1ccc(F)c(Cl)c1 do in these assays?
Shiga inhibitor: 56*; Pf growth 48h: 25%; Cycloheximide cs: 42*; Pf growth 96h: inconclusive; FBPA Giardia inh: 0%

How did COc1ccc(NC(=O)C2CCC(=O)N2S(=O)(=O)c2ccc(C)cc2)c(OC)c1 (configuration not stated) do in these assays?
Sm TGR inh: 3%; Shiga inhibitor: -1; Pf growth 48h: 4%; Cycloheximide cs: 1; FBPA Giardia inh: 9%

What do the screens show for `Cc1ccc(N2C(=O)C3C4C=CC(CNC(=S)N5CCN(c6cccc(C)c6)C(C)C5)(O4)C3C2=O)cc1` (configuration not stated)?
Sm TGR inh: 3.2µM*; Shiga inhibitor: 2; Pf growth 48h: -3%; Cycloheximide cs: -1; Pf growth 96h: -6%; FBPA Giardia inh: 2%

Results for CCOC(=O)c1ccccc1NC(=O)CN(c1ccccc1OCC)S(C)(=O)=O ?
Sm TGR inh: 0%; Shiga inhibitor: -6; Pf growth 48h: 9.3µM*; Cycloheximide cs: -3; Pf growth 96h: 11%; FBPA Giardia inh: 4%

Results for Cc1nc(SCC(=O)O)c(C#N)c(-c2ccco2)c1C(=O)N(C)C ?
Sm TGR inh: 1%; Shiga inhibitor: -12; Pf growth 48h: 6%; Cycloheximide cs: -2; Pf growth 96h: 22%; FBPA Giardia inh: 6%

Results for Cc1cccc(C)c1NC(=O)c1cnccn1 ?
Sm TGR inh: -22%; Shiga inhibitor: 1; Pf growth 48h: 2%; Cycloheximide cs: -1; Pf growth 96h: inconclusive; FBPA Giardia inh: -3%

Results for Cc1nc2cc(F)ccc2n1C1CCN(Cc2nnnn2CCc2ccccc2)CC1 ?
Sm TGR inh: 8%; Shiga inhibitor: -19; Pf growth 48h: 9.3µM*; Cycloheximide cs: -1; Pf growth 96h: inconclusive; FBPA Giardia inh: -10%

How did CC(=O)c1c(C)c[nH]c1C do in these assays?
Sm TGR inh: 0%; Shiga inhibitor: 23; Pf growth 48h: 21%; Cycloheximide cs: -2; Pf growth 96h: 117%[activator]; FBPA Giardia inh: 2%

What do the screens show for `CCC1CCCCN1S(=O)(=O)c1ccc(NC(=O)CSc2ncccc2C(=O)O)cc1` (configuration not stated)?
Sm TGR inh: -5%; Shiga inhibitor: 18; Pf growth 48h: -3%; Cycloheximide cs: 9; Pf growth 96h: 30%[activator]; FBPA Giardia inh: 19%

How did CC(=O)CC1(O)C(=O)Nc2ccccc21 (configuration not stated) do in these assays?
Sm TGR inh: 2%; Shiga inhibitor: 2; Pf growth 48h: 5%; Cycloheximide cs: -2; Pf growth 96h: 58%[activator]; FBPA Giardia inh: -1%

What do the screens show for `COc1ccc2[nH]c(=O)c(CN(Cc3nnnn3Cc3ccccc3)CC3CCCO3)cc2c1` (configuration not stated)?
Sm TGR inh: 0%; Shiga inhibitor: -4; Pf growth 48h: inconclusive; Cycloheximide cs: -2; Pf growth 96h: 12%; FBPA Giardia inh: -12%

Results for O=C(C(Cc1ccccc1)N1C(=O)C2C3C=CC(C3)C2C1=O)N1CCCCC1 (configuration not stated) ?
Sm TGR inh: 0%; Shiga inhibitor: 3; Cycloheximide cs: -2; Pf growth 96h: 44%[activator]; FBPA Giardia inh: 1%

What do the screens show for `Cc1cc(C(=O)Cn2cc([N+](=O)[O-])ccc2=O)c(C)n1CC1CCCO1` (configuration not stated)?
Sm TGR inh: -2%; Pf growth 48h: 18%; Pf growth 96h: 15%

How did O=C(COc1ccc(Br)cc1)Nc1ccc2c(c1)C(=O)NC2=O do in these assays?
Sm TGR inh: 17%; Shiga inhibitor: -11; Pf growth 48h: -4%; Cycloheximide cs: 1; Pf growth 96h: 3%; FBPA Giardia inh: -1%

How did COc1ccc(C(=O)NC(Oc2ccccc2)C(Cl)(Cl)Cl)cc1 (configuration not stated) do in these assays?
Sm TGR inh: inconclusive; Shiga inhibitor: -10; Pf growth 48h: 64%[activator]; Cycloheximide cs: 1; Pf growth 96h: inconclusive; FBPA Giardia inh: 4%

How did CS(=O)(=O)N(CC(=O)N1CCOCC1)c1cc(Cl)ccc1Cl do in these assays?
Sm TGR inh: -21%; Shiga inhibitor: -4; Pf growth 48h: 4%; Cycloheximide cs: -2; Pf growth 96h: inconclusive; FBPA Giardia inh: 1%

What do the screens show for `CCN1C(=NCc2cc(OC)c(OC)c(OC)c2)N[C@@H](c2cccc(C(F)(F)F)c2)C(C(=O)OC)=C1C`?
Sm TGR inh: 2%; Shiga inhibitor: -12; Pf growth 48h: inconclusive; Cycloheximide cs: 1; Pf growth 96h: 2.6µM*; FBPA Giardia inh: -15%
